From PubChem BioAssay
AmpC detergent – AmpC beta-lactamase inhibition with detergent present | AID 485294 | AmpC hydrolysis of nitrocefin, absorbance 480 nm, 0.01% Triton | 370,000 compounds, 0.041% hits | P00811 | Potency, µM (top dose mostly 114 µM), for inactives: top-dose activity change, negative = inhibition, hits mostly inhibitors;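 note: potency is the fitted concentration of half-maximal effect; 0% = no-compound wells and -100% = no-enzyme wells; nearly all actives have a fitted effect of over 25% in size; some results filed as inactive show a strong effect at the top dose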
Target sequence (P00811 whole entry, looked up): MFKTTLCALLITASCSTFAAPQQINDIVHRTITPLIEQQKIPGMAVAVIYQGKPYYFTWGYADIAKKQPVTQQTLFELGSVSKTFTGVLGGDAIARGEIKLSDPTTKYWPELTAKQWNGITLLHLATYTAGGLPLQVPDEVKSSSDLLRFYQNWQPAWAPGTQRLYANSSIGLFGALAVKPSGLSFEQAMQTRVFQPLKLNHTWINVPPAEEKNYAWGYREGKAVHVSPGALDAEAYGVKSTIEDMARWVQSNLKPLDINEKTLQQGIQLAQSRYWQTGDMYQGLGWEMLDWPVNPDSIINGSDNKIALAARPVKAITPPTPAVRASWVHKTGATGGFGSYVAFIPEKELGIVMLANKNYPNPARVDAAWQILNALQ
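AmpC (5.3 nM in the dispensed reagent) in 20 mM phosphate pH 7.0 with 0.01% (detergent screen) or 0.0001% Triton X-100 was preincubated with compounds for 15 min at room temperature. Nitrocefin was then added from an 800 uM solution, and hydrolysis was followed at 480 nm.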
HCMV inh – blocks human cytomegalovirus replication. 410,000 compounds, 4.5% hits. AID 1259415. activity change, negative = inhibition, % at 57.5 µM. HFF cells, HCMV-luciferase reporter, 72 h; stronger effect = lower value; in the data active = activity change below about -60%; inconclusive = no clear call, values can overlap the other calls; inactive = above about -39%
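Screen run at 2 compound doses on HFFs infected with reporter HCMV, MOI 1 PFU/cell. Luciferase activity from cell lysates at 72 h post infection gave inhibition relative to buffer-only and Salinomycin wells.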
Tb PYK inh – blocks Trypanosoma brucei pyruvate kinase; TbPYK enzyme, Kinase-Glo Plus ATP luminescence, 45 min; 410,000 compounds, 0.12% hits; AID 624173; Potency, µM (highest dose often 76.8 µM), without a hit: at the highest dose activity, negative = inhibition, usual class: inhibitors; note: potency is the fitted concentration of half-maximal effect; nearly all actives have a fitted effect of over 50% in size
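In this concentration-response screen, enzyme-free wells defined baseline while DMSO plates tracked drift. Each reaction combined TbPYK, substrate, compound and 130 uM ADP for 45 min at room temperature. Kinase-Glo Plus luminescence gave the signal.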
LmPK inh – blocks Leishmania mexicana pyruvate kinase activity. purified LmPK, Kinase-Glo ATP luminescence, 1 h. 290,000 compounds, 0.37% hits. Q27686. Potency, µM (top dose mostly 57.5 µM), inactives show at the top dose activity change, negative = inhibition, most hits filed as inhibitors; note: potency is the fitted concentration of half-maximal effect
Target sequence (Q27686 whole entry, looked up): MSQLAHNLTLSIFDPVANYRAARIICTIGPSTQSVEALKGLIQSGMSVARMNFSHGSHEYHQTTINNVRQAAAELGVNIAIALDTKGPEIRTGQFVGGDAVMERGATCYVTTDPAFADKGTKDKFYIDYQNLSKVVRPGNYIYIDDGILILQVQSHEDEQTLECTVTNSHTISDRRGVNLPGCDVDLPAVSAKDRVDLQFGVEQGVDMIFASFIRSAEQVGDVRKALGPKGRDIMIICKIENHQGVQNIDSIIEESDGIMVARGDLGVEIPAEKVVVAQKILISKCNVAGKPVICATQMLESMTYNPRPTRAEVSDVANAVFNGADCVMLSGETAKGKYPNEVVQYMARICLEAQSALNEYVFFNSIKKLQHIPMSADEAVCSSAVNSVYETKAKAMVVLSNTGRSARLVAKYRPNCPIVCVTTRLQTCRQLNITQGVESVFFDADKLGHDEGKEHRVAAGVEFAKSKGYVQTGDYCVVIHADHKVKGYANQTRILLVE
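Purified LmPK (0.1 nM) with 0.5 mM PEP and 0.1 mM ADP in imidazole buffer pH 7.2 with MgCl2/KCl, 1 h at room temperature. ATP formed was read by luciferase luminescence and normalized to no-enzyme and uninhibited controls.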
Sm TGR block – blocks Schistosoma mansoni thioredoxin glutathione reductase; Q962Y6; purified TGR, DTNB reduction, TNB absorbance 405 nm; Potency, µM (top dose mostly 114 µM), without a hit: at the top dose activity change, negative = inhibition, usual class: inhibitors; 360,000 compounds, 3% hits; AID 485364; note: potency is the fitted concentration of half-maximal effect; nearly all actives have a fitted effect of over 60% in size
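TGR 20 nM + NADPH 100 uM (dispensed conc.), cpd preinc 15 min RT; start with NADPH (500 uM addition) then DTNB (15 mM addition). Kinetic TNB absorbance, 405 nm filter. Four-parameter Hill fit across titration.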
AmpC no deterg – inhibitors of E. coli AmpC beta-lactamase without detergent; P00811; AmpC nitrocefin hydrolysis, absorbance 480 nm, 0.0001% Triton; Potency, µM (series often up to 57.1 µM), without a hit: at the highest dose activity change, negative = inhibition, most hits filed as inhibitors; 330,000 compounds, 0.52% hits; AID 485341;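 note: potency is the fitted concentration of half-maximal effect; plate controls were no compound for no effect and no enzyme for full effect; nearly all actives have a fitted effect of over 20% in size; some results filed as inactive show a strong effect at the top dose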
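20 mM phosphate pH 7.0 + 0.01% (detergent screen) or 0.0001% Triton X-100; 5.3 nM AmpC reagent; cpd preinc 15 min RT; nitrocefin (800 uM stock) to start; A480 q20 s × 4 min; Activity was normalised to no-enzyme and no-compound control wells.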
AMA1-RON2 inh – AMA1-RON2 (P. falciparum) interaction inhibition | AlphaScreen AMA1-biotinylated RON2 peptide binding | Potency, µM (doses to about 58.2 µM), without a hit: at the top dose activity change, negative = inhibition, most hits filed as inhibitors | 360,000 compounds, 0.2% hits | AID 720542;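 note: potency is the fitted concentration of half-maximal effect; 0% = vehicle wells and -100% = peptide control; nearly all actives have a fitted effect of over 45% in size; some results filed as inactive show a strong effect at the top dose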
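AMA1 (3D7) with his tag at 25 nM final met compounds first, then biotinylated RON2 peptide at 25 nM; detection used donor plus acceptor beads, 10 µg/mL apiece, read by AlphaScreen after 30 min at room temperature.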
* marks the source's active call; other numbers are inactive results; ? = inconclusive; . = no result given; & = joins results of further samples; [ ] = another dose, or the depositor's remark. Unless noted, calls come from the whole dose curve; as a rule, active = well fitted curve in the direction sought with a large enough effect; inconclusive = small, poorly fitted or top-dose-only effect, or another doubt; inactive = no such curve, though single readings can be large; an effect the other way counts as inactive or inconclusive. Unless noted, % is set by controls: 0 for no effect and ±100 for the full control effect.

Sample of the layout:
Below each compound – AmpC detergent | HCMV inh | Tb PYK inh | LmPK inh | Sm TGR block | AmpC no deterg | AMA1-RON2 inh
1: CC(C)(C)OC(=O)C[C@H]1C/C=C\C[C@@H](CC(=O)N[C@@H](CO)Cc2ccccc2)C(=O)NCCOC1=O
  . | -9 | 4% | . | . | 165%[activator] | -1%
2: Cc1ccc(-c2cn3c4c(=O)n(C)c(=O)n(C)c4nc3n2-c2cccc(Cl)c2)cc1
  11% | 14 | 1% | . | 2% | . | .

The list itself, previewed entries included:
Below each compound – AmpC detergent | HCMV inh | Tb PYK inh | LmPK inh | Sm TGR block | AmpC no deterg | AMA1-RON2 inh
1: CC(C)(C)OC(=O)C[C@H]1C/C=C\C[C@@H](CC(=O)N[C@@H](CO)Cc2ccccc2)C(=O)NCCOC1=O
  . | -9 | 4% | . | . | 165%[activator] | -1%
2: Cc1ccc(-c2cn3c4c(=O)n(C)c(=O)n(C)c4nc3n2-c2cccc(Cl)c2)cc1
  11% | 14 | 1% | . | 2% | . | .
3: OC(CNc1ccccc1)Cn1ccc2ccccc21 (centres undefined)
  4% | 23 | -12% | 1% | . | ? | -15%
4: COCCNc1nc2c(c(=O)[nH]c(=O)n2C)n1CCCc1ccccc1
  -17% | 24 | -11% | -2% | -19% | -14% | -9%
5: O=C(/C=C/c1c(Cl)cccc1Cl)NCCc1ccccc1
  0% | 38 | 13% | 4% | 14% | -26% | 7%
6: O=c1c([N+](=O)[O-])c(O)c2cccc3c2n1CCC3
  -7% | -24 | -20% | -1% | -28% | -22% | -29%
7: CCC(=O)C1CCCN(C(=O)c2ccc(OC3CCN(C(=O)c4cccnc4)CC3)cc2)C1 (centres undefined)
  4% | -35 | 5% | -3% | -27% | 22% | 8%
8: O=S1(=O)C[C@@H](N2CCN(CCO)CC2)[C@H](COCc2ccccc2)N1
  . | 4 | 6% | . | . | . | 0%
9: COc1ccc(C(=O)NCC2CCCO2)cc1S(=O)(=O)N1CCCc2ccccc21 (centres undefined)
  6% | -2 | 2% | 5% | 3% | 20% | -1%
10: COc1cc(C2CC(=O)C3=C(C2)Nc2ncnn2C3c2cccs2)cc(OC)c1OC (centres undefined)
  -9% | -8 | -6% | 2% | 1% | -3% | -3%
11: C/C=C(\C)CN1CCN(c2ccc(C)cc2)CC1
  -10% | -9 | 4% | 6% | -27% | -2% | -3%
12: CC(=O)Nc1ccc(NC(=O)CC(NC(=O)c2ccccc2)c2ccccc2)cc1 (centres undefined)
  -5% | . | -7% | -4% | 0% | -18% | 18%
13: CCS(=O)(=O)c1ncc(Cl)c(C(=O)Nc2ccc(C)cc2)n1
  -9% | -100* | 0% | -2% | 6.3µM* | -6% | -8%
14: O=C(COC(=O)/C=C/c1ccccc1[N+](=O)[O-])NC1CC1
  -5% | 33 | -21% | 6% | -2% | 2% | -10%
15: COc1cc(S(=O)(=O)N2CCN(C(=O)C3CC3)CC2)ccc1NC(C)=O
  . | 14 | 2% | . | . | -5% | -7%
16: CCc1ccc(C(=O)NNc2ccc(F)cc2)cc1
  -3% | -14 | 2% | 7% | ? | -27% | ?
17: CCc1ccc(-c2cc(C(=O)NCc3ccco3)c3ccccc3n2)s1
  -18% | 4 | -6% | 5% | ? | -39% | 21%
18: CSc1cccc(CNC(=O)C2CCC(=O)N(CCc3ccccc3)C2)c1 (centres undefined)
  . | 0 | -8% | . | . | . | 18%
19: COc1ccc(-c2nc3sc(CCNC(=O)C(=O)Nc4c(C)cccc4C)c(C)n3n2)cc1
  2% | 3 | -16% | . | 18% | . | .
20: N#Cc1c(-c2cccc([N+](=O)[O-])c2)nc2n(c1=O)CCS2
  ? | -12 | -1% | 3% | 0% | -23% | -9%
21: O=C(CN1C(=O)COc2ccc(S(=O)(=O)N3CCOCC3)cc21)N1CCN(c2cccc(Cl)c2)CC1
  -1% | -5 | 1% | . | 1% | . | .
22: Cc1cc(C)c(C(=O)O)c(CC(C)(C)C(=O)O)c1
  -8% | 24 | -3% | -3% | 5% | -3% | -16%
23: Cc1ccc(/C=C2\Sc3ccccc3C2=O)s1
  -2% | -33 | -3% | 11µM* | 11% | -45% | ?
24: CC(=O)N/N=C(\C)CC(=O)Nc1cccc(C(F)(F)F)c1
  -13% | -17 | 5% | -5% | 0% | -5% | 9%
25: Cc1c(-c2cccc(Cl)c2)nc2ccccc2c1C(=O)NC1CC1
  11% | 9 | 8% | -8% | -1% | 16% | 9%
26: CCOc1c(OC)ccc2c3c(c(=O)oc12)CCCC3
  8% | -22 | 2% | 0% | 6% | 23% | -5%
27: COCCn1c(SCC(=O)Nc2ccc(F)cc2)nc2c([nH]c3ccccc32)c1=O
  -11% | 43 | -15% | 5% | 0% | -14% | -8%
28: Clc1ccc2scc(CN3CCCCC3)c2c1
  -10% | -21 | -10% | -2% | 1% | -22% | -2%
29: Cc1ccc(C)c(NC(=O)C2CC3c4ccccc4C2c2ccccc23)c1 (centres undefined)
  -14% | -7 | -1% | -4% | 1% | -23% | -4%
30: Nc1ccc2c(c1)C(O)c1cccc(C(=O)O)c1-2 (centres undefined)
  . | 1 | 0% | . | . | . | 1%
31: COc1cc2c(=O)n(CCC(=O)NCC3CCCO3)c(=O)n(CC(=O)Nc3ccccc3C)c2cc1OC (centres undefined)
  2%&7% | 6&6 | -3%&-6% | -10% | -10%&0% | 3% | 7%
32: O=C(Nc1ccc(Oc2ccccc2)cc1)c1ccc(Cn2c(=O)[nH]c3ccsc3c2=O)cc1
  -6% | -13 | 1% | -1% | -1% | 16µM* | -7%
33: COc1ccc(/C=C/C(=O)Nc2ccccc2)cc1OC
  -1% | -4 | -3% | -8% | 7% | 4% | 8%
34: O=C(NCCN1CCOCC1)c1cc(-c2ccccc2)on1
  0% | -1 | 4% | -7% | 4% | -12% | -7%
35: COc1cccc(N(CC(=O)Nc2ccccc2C(=O)N2CCCC2)S(C)(=O)=O)c1
  4% | 5 | 0% | -2% | 13% | 0% | 1%
36: CCN1CCN(C(=S)NC(C)c2ccccc2)CC1 (centres undefined)
  -17% | ? | 9% | -3% | -7% | -20% | -11%
37: CCSc1nc(N2CCOCC2)c2c(c1C#N)CCCC2
  ? | -40 | 2% | 1% | -8% | 1% | 10%
38: CCOC(=O)N1CCN(C(=O)c2ccccc2NC(=O)c2ccc(F)cc2)CC1
  -17% | -21 | -17% | 0% | -1% | -14% | 19%
39: COc1ccc(-c2nnc(NC(=O)Cc3ccccc3)o2)cc1
  -5% | -18 | -15% | 2% | 0% | -35% | 74%[activator]
40: Cc1c(C(=O)N2CCN(c3ccccn3)CC2)oc2c1C(=O)CC(C)(C)C2
  1% | -40 | -5% | -4% | -2% | 38% | -8%
41: CCNS(=O)(=O)c1ccc(CCC(=O)Nc2ccc3c(c2)OCO3)cc1
  0% | 27 | -3% | 0% | -15% | -7% | -5%
42: NC(=O)CN1C(=O)NC2(CCCc3sccc32)C1=O (centres undefined)
  -12% | 24 | 4% | 0% | 10% | -14% | 4%
43: COC(=O)c1ccccc1NC(=O)COC(=O)[C@H](C)NC(N)=O
  6% | -29 | -2% | 3% | 6% | -2% | -7%
44: Cc1onc(-c2c(Cl)cccc2Cl)c1C(=O)N1CCN(c2ccc(F)cc2)CC1
  -1% | 11 | -8% | 2% | -5% | 80%[activator] | ?
45: Cc1cc(-c2n[nH]c(=S)n2/N=C/c2cccc([N+](=O)[O-])c2)n[nH]1
  -2% | 35 | ? | -4% | ? | -37% | 59%[activator]
46: COc1ccc(-c2noc(CSc3nnc(-c4ccncc4)n3-c3ccc(C)cc3)n2)cc1OC
  4% | -13 | 4% | . | -4% | . | .
47: CN(C)c1ccc(CC(=O)c2nc3ccccc3s2)cc1
  -11% | ? | -12% | -4% | 40µM* | -21% | -11%
48: COc1ccc(NC2CCCN(C(=O)C3(C)CCCCC3)C2)cc1OC (centres undefined)
  -11% | -11 | -10% | -2% | ? | 41% | -10%
49: COc1ccc(CCn2c(=O)c3cccnc3n(CC(=O)Nc3c(C)cc(C)cc3C)c2=O)cc1OC
  19% | 3 | -1% | . | 1% | . | .
50: CN1CCN(c2ccc([N+](=O)[O-])c(N/N=C3\CN4CCC3CC4)c2)CC1
  -8% | 3 | 4% | -1% | -2% | -15% | 3%

Remaining list, next part:
Below each compound – AmpC detergent | HCMV inh | Tb PYK inh | LmPK inh | Sm TGR block | AmpC no deterg | AMA1-RON2 inh
51: O=C(Nc1cc([N+](=O)[O-])ccc1C(=O)NCCN1CCOCC1)c1ccccc1
  3% | -25 | -12% | -10% | -25% | 4% | -5%
52: Cc1noc(C)c1NC(=O)N(C)C[C@H]1Oc2ccc(NC(=O)NC3CCCCC3)cc2C(=O)N([C@H](C)CO)C[C@@H]1C
  . | -13 | 5% | . | . | 11% | -3%
53: CCc1ccc(NC(=O)Nc2cc(C(=O)NCC3CCCO3)ccc2N2CC3CC(C2)c2cccc(=O)n2C3)cc1 (centres undefined)
  2% | 0 | 5% | 6% | 5% | 173%[activator] | -4%
54: O=C1C(=O)N(CCN2CCOCC2)C(c2ccccn2)/C1=C(/O)c1ccc(Cl)cc1 (centres undefined)
  2% | 14 | -5% | -3% | 20µM* | 0% | 16%
55: Cc1c(Cl)ccc2c(C(=O)O)cc(-c3ccccc3)nc12
  -6% | -11 | 3% | 0% | 6% | 9% | -7%
56: O=C(CN1CCOCC1)NNC(=O)c1ccc([N+](=O)[O-])cc1
  3% | -24 | 2% | 1% | 2% | -16% | 62%[activator]
57: COc1ccc2c(Cl)c(C(=O)NCC3CCCO3)sc2c1Cl (centres undefined)
  -2% | . | . | 1% | -4% | -13% | .
58: CCC(C)(C)NC(=O)CN(C(=O)CCC(=O)Nc1nccs1)c1cccc(C)c1C
  4% | 1 | 26% | 9% | 2% | 47% | 0%
59: COC(=O)c1ccc(N2NC(=O)/C(=C/c3cc(OC)c(OC)c(OC)c3)C2=O)cc1
  1% | 46 | ? | -2% | -16% | -16% | -1%
60: O=S(=O)(Nc1ccc(Cl)cn1)c1ccc2c(c1)OCCO2
  0% | -30 | 0% | . | 8% | -13% | 2%
61: CCOC(=O)C1C(=O)CC(C)(O)C(C(=O)OCC)C1c1ccccc1OC (centres undefined)
  1% | 9 | 4% | 1% | -1% | 1% | 1%
62: Cc1ccc(C)c2sc(NC(=O)c3nc4ccccc4s3)nc12
  -6% | -11 | -7% | 2% | -3% | -13% | 47%[activator]
